pPAFAH inh: pPAFAH enzyme inhibitors, primary screen, biochemical, fluorescence polarization, human; inhibition, % at 3.39 µM; Platelet-activating factor acetylhydrolase (Homo sapiens), Q13093; recombinant pPAFAH, FP-rhodamine probe fluorescence polarization; AID 463082, 2010; 330,000 tested, 1.5% active;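 active means inhibition above the mean inhibition across the screen plus 3 SD, cut at about 25% in these data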;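 further: inhibitors block binding of the rhodamine activity-based probe so polarization drops; 0% = enzyme with DMSO and 100% = wells lacking pPAFAH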
Fam108B inh: mouse Fam108B serine hydrolase inhibitors, primary screen, counter-screen for RBBP9 inhibitor project, biochemical, fluorescence polarization; recombinant Fam108B, FP-Rh probe fluorescence polarization; inhibition, % at 9.51 µM; 300,000 tested, 0.33% active;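 active means inhibition above the screen mean inhibition plus 3 SD, computed separately per campaign, cut at about 18% in these data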;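 further: inhibitors lower polarization as less probe binds the enzyme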
PME-1 primary: PME-1 inhibitors via competitive probe labeling, primary screen, biochemical, fluorescence polarization, FP-Rh probe, HTS. AID 2130, 2009. recombinant PME-1. Protein phosphatase methylesterase 1 (Homo sapiens), Q9Y570. inhibition, % at 5.9 µM. 320,000 tested, 0.53% active;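 active means inhibition above the campaign mean of all compounds plus 3 SD, cut at about 26% in these data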;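 further: competitive labeling of PME-1 active site by serine hydrolase directed probe; 0% = PME-1 with DMSO and 100% = wells lacking PME-1 enzyme; inhibitors block probe labeling so polarization falls and inhibition rises; many of its hits are not listed in these tables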
BCLXL inh: inhibitors of human Bcl-xL, primary screen, biochemical, fluorescence polarization, HTS | GST-Bcl-xL / FITC-Bim BH3 peptide fluorescence polarization | inhibition, % at 10.9 µM | 320,000 tested, 0.7% active;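 active means inhibition above the mean of all tested compounds plus 3 SD, cutoff set per campaign, cut at about 30% in these data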;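 further: 0% = DMSO wells and 100% = unlabeled Bim-BH3 peptide competitor; inhibitors lower millipolarization by displacing the labeled peptide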
Target sequence (Q07817 whole entry, looked up): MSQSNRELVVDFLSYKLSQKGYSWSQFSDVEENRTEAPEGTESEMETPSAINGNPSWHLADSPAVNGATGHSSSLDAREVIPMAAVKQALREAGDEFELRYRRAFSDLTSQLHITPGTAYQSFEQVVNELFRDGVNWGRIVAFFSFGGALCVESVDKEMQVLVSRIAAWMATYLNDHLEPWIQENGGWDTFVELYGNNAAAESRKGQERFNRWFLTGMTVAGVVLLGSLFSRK
PAFAH1B2 FP inh: PAFAH1B2 enzyme inhibitors, primary screen, biochemical, fluorescence polarization, human. Platelet-activating factor acetylhydrolase IB subunit alpha2 (Homo sapiens), P68402. recombinant PAFAH1B2, FP-rhodamine activity probe. inhibition, % at 3.39 µM. 340,000 tested, 1.2% active. AID 492953, 2010;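 active means inhibition above the mean of all tested compounds plus 3 SD, cut at about 24% in these data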;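 further: 0% = enzyme with DMSO and 100% = wells lacking PAFAH1B2; many of its hits are not listed in these tables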
Target sequence (P68402 whole entry, looked up): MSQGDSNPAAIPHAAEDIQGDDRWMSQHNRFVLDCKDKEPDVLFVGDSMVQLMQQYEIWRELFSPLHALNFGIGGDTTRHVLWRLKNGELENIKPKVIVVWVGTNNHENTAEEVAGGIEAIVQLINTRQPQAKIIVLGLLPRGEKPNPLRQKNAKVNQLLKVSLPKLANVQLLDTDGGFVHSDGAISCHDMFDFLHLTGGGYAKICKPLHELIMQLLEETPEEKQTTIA
AHR act: AHR activators, primary screen, cell-based, luminescence, luciferase reporter, human; AHR-responsive luciferase reporter cells; activation, % at 5 µM; 320,000 tested, 2.5% active; AID 2796, 2010; in the data active means activation above about 47%;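 further: 0% = vehicle wells and 100% = reference agonist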
GLD-1 RNA inh: GLD-1/TGE RNA complex disruptors, primary screen, biochemical, fluorescence polarization; inhibition, % at 5.96 µM; 320,000 tested, 0.44% active; purified GLD-1 + fluorescein TGE RNA; AID 2280, 2010;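 active means percent inhibition above a per-plate cutoff, the plate mean of test compounds plus 3 SD, cut at about 30% in these data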;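 further: 0% = DMSO wells with GLD-1 and probe and 100% = wells lacking GLD-1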
MEX-5 binding: MEX-5 zinc finger RNA-binding disruptors – biochemical, C. elegans, fluorescence polarization, MLPCN library, primary screen; Zinc finger protein mex-5 (Caenorhabditis elegans), Q9XUB2; MEX-5/FITC-TCR2 RNA binding; hits give low values; activity score (negative = inhibition of binding), % at 10 µM; 300,000 tested, 0.38% active; AID 1832, 2009;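 active means inhibition past about -25% in most replicates, and total fluorescence under double the plate's negative control median, limit read from the data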;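 further: 0% = DMSO and -100% = 5 µM competing unlabeled TCR2 RNA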
Target sequence (Q9XUB2 whole entry, looked up): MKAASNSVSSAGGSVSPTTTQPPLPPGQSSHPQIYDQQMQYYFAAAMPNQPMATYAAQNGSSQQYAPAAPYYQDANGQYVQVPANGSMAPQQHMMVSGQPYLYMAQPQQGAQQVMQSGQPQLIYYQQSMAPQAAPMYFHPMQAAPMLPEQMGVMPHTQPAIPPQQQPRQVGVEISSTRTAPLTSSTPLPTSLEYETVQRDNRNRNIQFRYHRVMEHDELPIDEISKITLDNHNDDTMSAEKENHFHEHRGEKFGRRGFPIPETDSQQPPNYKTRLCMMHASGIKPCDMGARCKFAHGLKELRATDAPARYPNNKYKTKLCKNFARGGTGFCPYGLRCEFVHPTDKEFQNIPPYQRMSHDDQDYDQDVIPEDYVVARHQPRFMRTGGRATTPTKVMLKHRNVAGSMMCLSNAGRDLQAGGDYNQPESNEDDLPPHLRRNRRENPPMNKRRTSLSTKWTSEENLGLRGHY
MCL1-BIM inh: inhibitors of MCL1 binding to BIM-BH3, primary screen, biochemical, fluorescence polarization; AID 2057, 2009; 320,000 tested, 0.68% active; GST-MCL1 / FITC-Bim-BH3 fluorescence polarization; Induced myeloid leukemia cell differentiation protein Mcl-1 (Homo sapiens), Q07820; inhibition, % at 10.9 µM;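 active means inhibition above the mean inhibition of all tested compounds plus 3 SD, set per campaign, cut at about 40% in these data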;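 further: 0% = DMSO wells and 100% = unlabeled Bim-BH3 peptide control; higher means more loss of mP so more displacement of Bim peptide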
The depositor's hits bear a star; / = no result given. Some of the compounds tested. The share of hits here may be higher or lower than overall.

SMILES	pPAFAH inh	Fam108B inh	PME-1 primary	BCLXL inh	PAFAH1B2 FP inh	AHR act	GLD-1 RNA inh	MEX-5 binding	MCL1-BIM inh
COc1ccc(CCn2nnnc2C(c2ccccc2)N2CCN(C)CC2)cc1OC (stereo unspecified)	2	0	-4	1	2	0	-5	1.3	-2
Cc1cccc(C)c1NC(=O)CN(C)C(=O)CSC(=S)N1CCCC1	0	3	3	0	0	1	5	2.1	1
O=C(O)CCC(=O)N1CCc2cc(S(=O)(=O)N(CCc3ccccc3)Cc3ccccc3)ccc21	15	1	-2	-3	4	0	-1	0.2	-2
S=C(Nc1ccc2nc(-c3ccccn3)c(-c3ccccn3)nc2c1)N1CCOCC1	4	0	1	60*	0	1	40*	-15	87*
CC(C)CCNC(=O)C1CCCN(S(=O)(=O)c2ccc(-n3cnnn3)cc2)C1 (stereo unspecified)	3	-2	-1	3	7	2	6	-0.4	2
O=C1CN(C(=O)c2cc([N+](=O)[O-])ccc2Cl)C(c2ccc(F)cc2)c2cc(F)ccc2N1 (stereo unspecified)	8	2	21	-3	6	4	-2	-1.7	5
CCO[C@H]1OC(C(=O)NCc2ccccc2)=C[C@@H](c2cn(C(C)=O)c3ccccc23)[C@@H]1CCCO	6	3	9	3	2	7	1	1.3	-1
Clc1ccc(OCc2nc(-c3ccccn3)n[nH]2)cc1	-2	4	5	10	19	6	12	-2.2	15
COc1ccc(CCNC(=O)Cc2ccccc2)cc1OC	1	-2	2	4	2	-1	0	1.8	4
COCCOC(=O)c1[nH]c2c(c1C)C(=O)C(C(=O)OC)C(C)C2 (stereo unspecified)	0	2	10	2	1	31	3	0.8	-1

Structures from the list above that have a Cl atom, in the order listed:
SMILES	pPAFAH inh	Fam108B inh	PME-1 primary	BCLXL inh	PAFAH1B2 FP inh	AHR act	GLD-1 RNA inh	MEX-5 binding	MCL1-BIM inh
O=C1CN(C(=O)c2cc([N+](=O)[O-])ccc2Cl)C(c2ccc(F)cc2)c2cc(F)ccc2N1 (stereo unspecified)	8	2	21	-3	6	4	-2	-1.7	5
Clc1ccc(OCc2nc(-c3ccccn3)n[nH]2)cc1	-2	4	5	10	19	6	12	-2.2	15

Continuation.
SMILES	pPAFAH inh	Fam108B inh	PME-1 primary	BCLXL inh	PAFAH1B2 FP inh	AHR act	GLD-1 RNA inh	MEX-5 binding	MCL1-BIM inh
NC(=O)N/N=C1\CCS(=O)(=O)c2ccc(F)cc21	3	-3	2	5	5	-1	0	1.0	0
Cc1ccc(C)n1-c1sc2c(c1C(=O)O)CCCC2	26*	2	2	20	2	4	-6	-1.3	70*
CCOc1ccc(C(C)NC(=S)NC2CCCCC2)cc1 (stereo unspecified)	3	0	-2	10	2	1	-2	1.7	11
COc1ccc(OC(C)C(=O)N(C)Cc2nc(-c3ccc(C)cc3)no2)cc1 (stereo unspecified)	10	-1	1	7	5	-1	4	1.0	3
COc1ccccc1NC(=O)N1CCC(C(=O)c2ccc(F)cc2)CC1	3	8	2	5	1	-1	-1	0.3	14
Cc1ccc(/C=N/NC(=O)CNC(=O)c2ccc(S(=O)(=O)N3CCCC3)cc2)o1	2	1	-1	5	0	4	0	1.5	9
COc1cccc(OC)c1C(=O)NN1CCCCC1	-2	1	-4	1	2	3	-2	1.7	3
O=[N+]([O-])c1ccc(Nc2ccc(F)cc2)cc1	11	-4	-5	3	3	5	-1	-2.4	2
CNS(=O)(=O)c1ccc2nc(NC(=O)c3ccc(N4C(=O)CCC4=O)cc3)sc2c1	5	-4	-3	7	5	-1	6	-1.0	4
COc1ccc(CN(C)C(=O)C23CC4CC(CC(C4)C2)C3)c(OC)c1	2	-3	-5	1	5	2	1	-0.2	3
CN(C)c1cc(C(F)(F)F)nc(-c2ccccn2)n1	0	5	-5	4	0	1	5	0.0	2
C[n+]1cccc(CNC(=O)/C=N/O)c1	1	1	5	-12	-5	0	0	-0.5	-18
CCn1cc(C(=O)N2CCN(c3ccccc3OC)CC2)c2cc(OC)c(OC)cc2c1=O	4	0	3	2	0	3	4	1.6	-4
COc1ccc(Nc2nc(N)nc(COc3ccc(OC)cc3)n2)cc1	-1	4	3	4	0	60*	12	-3.5	8
Cc1ccc(/C=C/C(=O)NCCCN2CCN(CCCNC(=O)/C=C/c3ccc(C)cc3)CC2)cc1	5	1	10	2	-1	0	0	1.2	4
O=C(COC(=O)c1ccc(Br)o1)Nc1ncc(Cl)cc1Cl	13	2	3	14	-1	4	11	0.4	10
CCCc1nnc(NC(=O)COC(=O)c2cc(C)nc3ccccc23)s1	-6	1	3	4	3	4	0	0.3	1
Nc1nnc(/C=C/c2ccccc2Cl)s1	-1	-4	1	3	3	2	-4	1.5	4
COc1cccc(C(=O)NNC(=O)Cc2ccc(Cl)cc2)c1	6	-1	3	6	7	-3	5	-0.3	-1
Cc1ccc2c(N)c(C)ccc2c1	8	-2	4	5	7	35	9	-2.1	11
CCc1cccc(C)c1NC(=O)c1ccc2nc(N3CCOCC3)sc2c1	0	-1	0	-1	2	0	-5	-0.7	-2
CCOC(=O)C1CCCN(CCC(=O)Nc2ccc3c(c2)CCC3)C1 (stereo unspecified)	-1	0	-4	2	-2	0	3	1.8	-2
CN(C(=O)COC(=O)c1cc([N+](=O)[O-])ccc1Cl)c1ccccc1	5	4	-2	3	2	0	2	1.1	13
O=C(CSc1ncccc1-c1nc2ccccc2[nH]1)N1CCCCC1	6	-2	-3	8	0	7	-2	-1.3	4
COc1ccc(/C=C(\C#N)C(=O)NC2CCS(=O)(=O)C2)cc1OC (stereo unspecified)	0	-6	4	2	-2	1	-8	-2.5	-6
O=C(Cn1nnc(-c2ccccc2F)n1)Nc1ccc2c(c1)OCCO2	1	3	5	8	4	2	6	-0.2	8
Cc1cc(C)n2nc(N)c(N=Nc3ccc(Cl)cc3)c2n1	6	0	4	5	3	109*	2	1.1	-5
CCOc1ccc(N(CC(=O)Nc2cccc(N(C)S(C)(=O)=O)c2)S(=O)(=O)c2ccccc2)cc1	-4	-7	-1	-4	-1	6	2	0.2	-2
C1=C(CCNc2nnnn2-c2ccccc2)CCCC1	6	-2	5	3	5	5	1	-0.6	6
O=C(NCCc1nc2ccccc2[nH]1)c1cc([N+](=O)[O-])cc([N+](=O)[O-])c1	5	7	5	8	4	3	-1	-0.9	-2
CN(CCn1ccnc1)C(=O)CC1C(=O)NCCN1Cc1ccccc1C(F)(F)F (stereo unspecified)	5	0	-4	6	0	1	10	0.4	4
Cc1ccc(S(=O)(=O)NNC(=O)c2c(O)c3ccccc3[nH]c2=O)cc1	5	3	2	4	8	1	-1	-0.5	8
CCCN1CCN(C(=O)c2cc(COc3ccc(F)cc3F)on2)CC1	5	3	-5	10	8	-3	2	0.8	10
CCOC(=O)c1[nH]c(C)c(C(=O)Nc2cccc(Cl)c2C)c1C	4	-7	-7	5	-4	2	-2	-1.4	6
Cc1ccc(C)c(OCC(=O)N2CCc3ccccc3C2)c1	3	-4	0	2	-3	2	7	-0.1	5
O=C(Nc1cccnc1)C1CCCN(S(=O)(=O)c2ccccc2)C1 (stereo unspecified)	0	-1	-1	5	-1	2	-1	3.6	9
O=c1nc2ccccc2c2n1CC(CN1CCN(Cc3ccccc3)CC1)N2 (stereo unspecified)	2	4	-1	1	2	2	-2	1.4	-1
COC(=O)COc1ccc2c(-c3cccc([N+](=O)[O-])c3)cc(=O)oc2c1	5	-4	0	-4	0	2	-1	0.3	-6
O=C(CCNc1ccc(Br)cc1)c1cccc([N+](=O)[O-])c1	1	-1	6	3	6	15	6	2.9	1
Cn1c(=O)c2c(nc(-n3ccnc3)n2Cc2ccc([N+](=O)[O-])cc2)n(C)c1=O	-2	5	-2	2	2	6	2	2.3	0
CC1CCCN(C(=O)Cn2nnc(-c3ccc([N+](=O)[O-])cc3)n2)C1 (stereo unspecified)	0	3	-1	4	3	-3	7	0.8	3
Cc1ccc(C(=O)Nc2ccc(S(=O)(=O)N3CCCC3)cc2)s1	-2	-2	6	6	-2	3	6	-0.7	0
CCN(CC)S(=O)(=O)c1cccc(C(=O)N[C@H](C(=O)NCc2ccccc2F)C(C)C)c1	4	2	2	1	4	4	3	0.8	4
COc1ccc2c(c1)c(C(C)=O)c(C)n2CCc1ccc(OC)c(OC)c1	0	6	0	3	1	18	1	-0.1	-1
Cc1nc(N2CCOCC2)nc(Oc2ccccc2F)c1[N+](=O)[O-]	12	0	3	8	-4	1	1	3.2	0
C=CCOc1ccc(C=Nc2cccc(Cl)c2)c(O)c1	1	-2	-1	2	3	16	-1	-0.6	1
Cc1cccc(CCN2CCN=C2N(C)C)c1	1	0	0	6	4	3	2	/	6
Nc1oc2ccc(F)cc2c(=O)c1C=O	0	-1	-2	2	6	13	8	-0.8	4
O=C(NCCNC(=O)c1ccco1)c1cccc(F)c1	3	1	-3	4	4	0	-4	-2.0	1
CN(C)c1ccc(C(=S)Nc2ccccc2)cc1	3	0	-4	4	1	18	7	2.2	10

(more compounds)
SMILES	pPAFAH inh	Fam108B inh	PME-1 primary	BCLXL inh	PAFAH1B2 FP inh	AHR act	GLD-1 RNA inh	MEX-5 binding	MCL1-BIM inh
CC(C)(O)/C=C/C(=O)[C@](C)(O)C1[C@H](O)C[C@@]2(C)C3CC=C4C(C=C(O[C@@H]5O[C@H](CO)[C@@H](O)[C@H](O)[C@H]5O)C(=O)C4(C)C)[C@]3(C)C(=O)C[C@]12C (stereo partly specified)	1	/	/	/	-5	1	-1	/	/
NC(=O)c1ccc(-c2nnn(CC(=O)N(C3CCCCC3)C3CCS(=O)(=O)C3)n2)cc1 (stereo unspecified)	3	/	-1	1	-2	-1	-2	/	-2
Cc1cc(C)n2nc(CNS(=O)(=O)c3c(F)c(F)c(F)c(F)c3F)nc2n1	-2	-2	-5	0	5	2	1	1.5	6
Cc1n[nH]c(=O)c2c(NC(=O)CSc3nncn3C(C)C)oc(C)c12	4	/	-1	3	-4	7	4	/	0
CC1Cn2c(CCc3ccccc3)nnc2S1 (stereo unspecified)	3	-6	-6	9	-1	-1	5	-2.0	3
COc1ccc(S(=O)(=O)N2CCC(NC(=O)c3cccnc3)CC2)cc1	-1	-1	-3	1	3	-1	13	-1.5	4
COc1ccc(S(=O)(=O)N2CCOCC2)cc1NC(=O)CSc1nnc(C2CC2)n1N	1	2	-1	1	4	1	2	-1.2	0
O=C1OC(N2CCN(C(=O)c3ccco3)CC2)c2ccccc21 (stereo unspecified)	3	2	-2	6	7	3	9	1.3	6
O=C1C(=O)N(CCCN2CCOCC2)C(c2ccc([N+](=O)[O-])cc2)/C1=C(/O)c1ccc2c(c1)OCO2 (stereo unspecified)	9	-2	4	-1	0	0	2	0.9	1
CCOC(=O)c1c(C)n(C)c2ccc(OC)c(NC(=O)CN3CCN(C(=O)c4ccco4)CC3)c12	4	-5	-6	-2	3	13	4	2.1	1

Bioassay records as filed in PubChem.
